# Source: PubChem BioAssay (several laboratories)
# PfHsp90 set2 = inhibits growth of yeast expressing Plasmodium falciparum Hsp90 | S. cerevisiae expressing PfHsp90, BacTiter-Glo ATP, 48 h; yeast lacking PDR1 and PDR3 efflux regulators | 310,000 tested, 0.32% active | inhibition, % at 9.4 µM;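 active means every replicate shows inhibition above about 80%, whatever the replicate mean, limit read from the data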;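 further: 0% = DMSO neutral controls and 100% = 20 µM radicicol positive controls; yeast relying on Plasmodium falciparum Hsp90 in place of its own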
# phage Ecoli inh = E. coli growth loss with phage present; growth absorbance; 360,000 tested, 0.26% active; inhibition, % at 11.9 µM; in the data active means inhibition above about 11%
# DSG3 Ab inh = human desmoglein-3 autoantibody binding inhibition; P32926; DSG3-coupled beads, scFv-anti-DSG3-GFP binding, flow cytometry; active compounds read low; binding (percent of control), % at 10 µM; 310,000 tested, 0.48% active;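 active means binding more than 3 SD below its plate's average and above zero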;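 further: hits lower antibody fragment binding to DSG3; some compounds called inactive have numbers as strong as hits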
# Target sequence (P32926 whole entry, looked up, the tested form may be a part): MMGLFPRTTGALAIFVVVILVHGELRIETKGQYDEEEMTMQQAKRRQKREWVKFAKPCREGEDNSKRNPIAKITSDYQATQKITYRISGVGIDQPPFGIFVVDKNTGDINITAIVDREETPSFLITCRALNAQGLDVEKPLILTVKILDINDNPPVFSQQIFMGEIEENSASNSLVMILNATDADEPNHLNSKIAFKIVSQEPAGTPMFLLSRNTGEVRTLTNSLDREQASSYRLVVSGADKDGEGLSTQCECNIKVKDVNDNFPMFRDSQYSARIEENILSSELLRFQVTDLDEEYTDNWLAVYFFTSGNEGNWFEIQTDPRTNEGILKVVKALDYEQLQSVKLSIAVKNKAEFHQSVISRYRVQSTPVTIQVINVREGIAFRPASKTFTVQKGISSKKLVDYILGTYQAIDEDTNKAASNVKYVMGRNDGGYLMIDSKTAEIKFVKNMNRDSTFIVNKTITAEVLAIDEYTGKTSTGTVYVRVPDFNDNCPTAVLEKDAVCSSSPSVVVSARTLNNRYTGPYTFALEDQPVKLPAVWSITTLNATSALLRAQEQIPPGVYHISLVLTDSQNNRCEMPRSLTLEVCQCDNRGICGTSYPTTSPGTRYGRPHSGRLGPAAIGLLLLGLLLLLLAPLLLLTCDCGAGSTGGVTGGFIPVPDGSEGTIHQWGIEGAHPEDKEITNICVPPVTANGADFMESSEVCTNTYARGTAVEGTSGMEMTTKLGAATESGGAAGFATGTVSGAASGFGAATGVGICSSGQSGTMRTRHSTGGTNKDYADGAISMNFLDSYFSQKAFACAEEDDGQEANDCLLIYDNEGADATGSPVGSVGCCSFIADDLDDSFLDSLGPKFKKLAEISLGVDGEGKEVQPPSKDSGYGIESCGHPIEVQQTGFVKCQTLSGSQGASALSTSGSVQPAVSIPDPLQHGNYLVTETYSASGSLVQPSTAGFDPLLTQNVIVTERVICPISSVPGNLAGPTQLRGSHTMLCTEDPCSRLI
# PKA-R1A activ = PKA-R1A complex activation; 340,000 tested, 0.083% active; activation, % at 11.4 µM; PKA-R1A dissociation, Cy5-IP20 fluorescence polarization; scaled: DMSO 0%, 113 µM cGMP 100%;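 active means percent activation above the mean of all tested compounds plus 3 SD, cut at about 19% in these data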;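 further: higher means more PKAc released from R1A so a rise in polarization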
# Mot1-301 SUMO = inhibitors of SUMOylation pathway: yeast Mot1-301 growth rescue | S. cerevisiae Mot1-301 growth rescue, ATP luminescence, 38.5C; percent above DMSO median, 100 means doubled | growth rescue, % at 18.8 µM | 320,000 tested, 1% active | AID 2716;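 active means every valid replicate shows activation above 250% relative to neutral control wells; inactive means the rest, any valid replicate at or below 250%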;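 further: OY570 slx delta 5 strain wells were the positive control but not used for scaling; some compounds called inactive have numbers as strong as hits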
# E coli growth = counter-screen for AddAB inhibitors: E. coli growth inhibition; E. coli V3065 growth, OD600 absorbance, 18 h; inhibition, % at 11.9 µM; 330,000 tested, 0.27% active; AID 449728;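 active means inhibition above the campaign's mean inhibition across all tested compounds plus 3 SD, cut at about 9.9% in these data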;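 further: uninfected addAB+ strain grown without phage in ampicillin broth; 0% = DMSO wells and 100% = ciprofloxacin 0.95 µg/ml wells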
# AddAB inh = less growth of phage-infected E. coli with AddAB; 330,000 tested, 0.29% active; inhibition, % at 11.9 µM; E. coli expressing H. pylori AddAB, absorbance growth; in the data active means inhibition above about 12%;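 further: 0% = vehicle wells of infected cells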
# An asterisk follows results filed as active; / = not tested or not shown.
1) Nc1nc(N)c2nc(CNc3ccc(C(=O)NC(CCC(=O)O)C(=O)O)cc3)cnc2n1 (stereo unspecified)
2) Cc1nc(SCc2ccccc2F)c2cnn(-c3ccccc3)c2n1
3) CC(=O)c1ccc(NC(=S)N2C(C)CCCC2C)cc1 (stereo unspecified)
4) O=c1c2c(nc3n1CCS3)c1cc(F)ccc1n2Cc1cc(=O)n2cc(Cl)ccc2n1
5) CN(Cc1cc([N+](=O)[O-])c2cccnc2c1O)C1CCCCC1
6) CC1(c2ccccc2)ON(c2ccccc2C(F)(F)F)C1=O (stereo unspecified)
7) Cc1nc(C)c(/C(O)=C/c2nc3ccc([N+](=O)[O-])cc3oc2=O)o1
8) COc1ccc(C)cc1NC(=S)NC12CN3CN(CN(C3)C1)C2
Compound	1	2	3	4	5	6	7	8
PfHsp90 set2	/	/	/	/	/	/	/	/
phage Ecoli inh	/	/	/	/	/	/	/	/
DSG3 Ab inh	/	/	/	/	/	/	/	/
PKA-R1A activ	/	/	/	/	/	/	/	/
Mot1-301 SUMO	-6	230	-8	-1	2	37	-4	3
E coli growth	-1.1	-0.8	-2.2	0.4	-3.2	2.5	-1.6	1.9
AddAB inh	-2.2	0.0	-2.4	-1.4	1.9	1.6	-3.3	0.1

9) Cc1cc(C)c2nc(C)cc(Nc3ccc(C(=O)N(C)C)cc3)c2c1
10) C(=N\Nc1nc(-c2ccccn2)nc2ccccc12)/c1ccccc1
11) CC(=O)OC[C@H]1O[C@@H](n2ncc(=O)[nH]c2=O)[C@H](OC(C)=O)[C@@H]1OC(C)=O
12) O=C(c1n[nH]c2c1CCCC2)n1ccnc1
13) CCN1CCC(N2CCN(c3ccc(Cl)cc3)CC2)CC1
14) CCOC(=O)c1ccc(NS(=O)(=O)c2ccc(Cl)nc2)cc1
15) N#Cc1nc(-c2ccc(F)cc2)oc1NCCCn1ccnc1
16) CC(=O)c1c(C)[nH]c(C(=O)OCC(=O)c2c(N)n(C)c(=O)n(C)c2=O)c1C
Compound	9	10	11	12	13	14	15	16
PfHsp90 set2	/	/	/	/	/	/	/	/
phage Ecoli inh	/	/	/	/	/	/	/	/
DSG3 Ab inh	/	/	/	/	/	/	/	/
PKA-R1A activ	/	/	/	/	/	/	/	/
Mot1-301 SUMO	-7	53	-2	1	17	0	-6	-22
E coli growth	1.8	1.3	0.8	2.0	1.4	-2.4	1.8	1.1
AddAB inh	2.5	3.7	-3.6	2.9	4.6	-2.2	1.5	1.2

17) C/C=C/C(O)c1ccc2ccccc2c1 (stereo unspecified)
18) CC1CCN(CCCNC(=O)c2ccc(Cn3c(=S)[nH]c4ccc(Br)cc4c3=O)cc2)CC1
19) CN(C)CCNC(=O)c1cc(Sc2ccc(F)cc2)nc2ccccc12
20) COc1ccc(CN2C(=O)C(Cc3ccccc3)Nc3ncnc(N4CCc5ccccc5C4)c32)cc1 (stereo unspecified)
21) C/C(=C\c1ccccc1)C1Nc2cccc3cccc(c23)N1
22) O=C(/C(N=Nc1cccc([N+](=O)[O-])c1)=C(/O)c1ccc(Br)cc1)C(F)(F)F
23) O=C(OCc1cc(Cl)ccc1OC(F)F)c1ccc([N+](=O)[O-])o1
24) CCO[C@@H]1OC(C(=O)N2CCN(C)CC2)=C[C@H](C(C)(C)C)[C@H]1CCCO
Compound	17	18	19	20	21	22	23	24
PfHsp90 set2	/	/	/	/	/	/	/	/
phage Ecoli inh	/	/	/	/	/	/	/	/
DSG3 Ab inh	/	/	/	/	/	/	/	/
PKA-R1A activ	/	/	/	/	/	/	/	/
Mot1-301 SUMO	-24	-3	0	12	-7	43	6	21
E coli growth	2.1	-0.8	1.4	0.6	-1.1	1.0	0.9	-0.6
AddAB inh	3.2	3.1	1.2	-0.5	0.6	5.5	4.7	3.9

25) CCOc1cc(/C=C2/SC(=S)N(C)C2=O)ccc1Oc1ccc([N+](=O)[O-])cc1[N+](=O)[O-]
26) Cc1[nH]nc(N=Cc2c(O)n(C)c(=O)n(C)c2=O)c1-c1ccccc1
27) CSc1ccc(S(=O)(=O)Nc2cccc(F)c2)cc1
28) CCOc1cc(/C=C2\SC(=Nc3ccc(F)cc3)N(c3ccc(F)cc3)C2=O)ccc1OCC(=O)O
29) CCN1CCN(Cc2c(C(=O)N/N=C(\C)c3ccc(Cl)c(Cl)c3)nnn2-c2nonc2N)CC1
30) Cc1nc2nc(-c3ccc(Cl)cc3)nn2c(C)c1Cl
31) CC(C)CNC(=O)c1ccc(Cl)c(N)c1
32) COc1cccc([C@@H]2Oc3ccc(Br)cc3C(=O)[C@H]2OC(=O)NC2CCCC2)c1
Compound	25	26	27	28	29	30	31	32
PfHsp90 set2	/	/	/	/	/	/	/	/
phage Ecoli inh	/	/	/	/	/	/	/	/
DSG3 Ab inh	/	/	/	/	/	/	/	/
PKA-R1A activ	/	/	/	/	/	/	/	/
Mot1-301 SUMO	-12	-28	-4	4	-5	1	14	-4
E coli growth	-0.2	-1.5	1.1	-0.5	0.8	-1.0	0.3	-3.3
AddAB inh	3.3	3.9	2.9	0.2	3.4	1.4	-1.6	1.1

33) CC1CCN(CCC(=O)Nc2ccc3c(c2)OCCO3)CC1
34) Cc1ccc2nc(-c3ccc(N4C(=O)CC(N5CCC(C(N)=O)CC5)C4=O)cc3)sc2c1 (stereo unspecified)
35) CC(C)(C)C(O)/C=C/c1ccc2c(c1)OCO2 (stereo unspecified)
36) CCOc1cc(/C=C/c2nc3ccccc3c(=O)[nH]2)cc(Br)c1OC
37) CSc1nc(C)cc(-c2cc(C(=O)Nc3ccccc3)on2)n1
38) O=C(N=c1ccn(-c2nc3ccccc3nc2NS(=O)(=O)c2ccc(Cl)cc2)cc1)c1ccccc1Cl
39) CCOc1ncccc1C(=O)NCc1ccccc1
40) Cc1c(NC(=O)CSCc2c(F)cccc2Cl)c(=O)n(-c2ccccc2)n1C
Compound	33	34	35	36	37	38	39	40
PfHsp90 set2	/	/	/	/	/	/	/	/
phage Ecoli inh	/	/	/	/	/	/	/	/
DSG3 Ab inh	/	/	/	/	/	/	/	/
PKA-R1A activ	/	/	/	/	/	/	/	/
Mot1-301 SUMO	-21	37	37	34	-7	-11	-21	-1
E coli growth	1.5	1.7	-2.7	1.6	-1.6	-0.3	-1.0	-0.8
AddAB inh	0.1	0.3	-4.1	-0.1	0.9	1.2	3.5	3.3

# Reprinted at random: six compounds from above, in no set order.
36) CCOc1cc(/C=C/c2nc3ccccc3c(=O)[nH]2)cc(Br)c1OC
33) CC1CCN(CCC(=O)Nc2ccc3c(c2)OCCO3)CC1
35) CC(C)(C)C(O)/C=C/c1ccc2c(c1)OCO2 (stereo unspecified)
38) O=C(N=c1ccn(-c2nc3ccccc3nc2NS(=O)(=O)c2ccc(Cl)cc2)cc1)c1ccccc1Cl
34) Cc1ccc2nc(-c3ccc(N4C(=O)CC(N5CCC(C(N)=O)CC5)C4=O)cc3)sc2c1 (stereo unspecified)
39) CCOc1ncccc1C(=O)NCc1ccccc1
Compound	36	33	35	38	34	39
PfHsp90 set2	/	/	/	/	/	/
phage Ecoli inh	/	/	/	/	/	/
DSG3 Ab inh	/	/	/	/	/	/
PKA-R1A activ	/	/	/	/	/	/
Mot1-301 SUMO	34	-21	37	-11	37	-21
E coli growth	1.6	1.5	-2.7	-0.3	1.7	-1.0
AddAB inh	-0.1	0.1	-4.1	1.2	0.3	3.5

# (listing goes on)
41) O=[N+]([O-])CC(=Nc1ccc(F)cc1)N/N=C\c1oc(O)c2ccccc12
42) O=C(O)/C(=C\C(=O)c1ccccc1)Nc1ccccc1
43) CCCN1C=CC(=C/C=C(\C#N)C(=O)OCC)C=C1
44) CCC1(C)Cc2c(sc3nc(SC)[nH]c(=S)c23)CO1 (stereo unspecified)
45) CCCNCC1COc2ccccc2O1 (stereo unspecified)
46) Cc1ccc(N2CCN(/N=C/C3=C(N4CCOCC4)C(=C\c4ccccc4)/CC3)CC2)cc1
47) Nc1ccc(O)c(C(=O)O)c1
48) Cc1cc(C)c(C2=CC(c3ccccc3)n3ncnc3N2)cc1C (stereo unspecified)
Compound	41	42	43	44	45	46	47	48
PfHsp90 set2	/	/	/	/	/	/	/	/
phage Ecoli inh	/	/	/	/	/	/	/	/
DSG3 Ab inh	/	/	/	/	/	/	/	/
PKA-R1A activ	/	/	/	/	/	/	/	/
Mot1-301 SUMO	1	2	-18	-3	-13	3	-21	11
E coli growth	-2.1	-1.3	-0.9	-2.6	1.4	-1.5	-3.4	-0.3
AddAB inh	3.0	-2.0	-1.3	-0.5	1.1	1.8	-3.0	-0.6

49) CN1N=C2c3ccccc3CCC2C1c1ccc(C(F)(F)F)cc1 (stereo unspecified)
50) COC/C=C/C1=CC2=CC(=O)C(C)(OC(=O)c3ccco3)C(=O)C2=CO1 (stereo unspecified)
51) COc1ccc(C2/C=C\CN(S(=O)(=O)/C=C/c3ccccc3)[C@H](Cc3ccccc3)C(=O)N2Cc2ccc(F)cc2)cc1 (stereo partly specified)
52) COC(=O)CCC(=O)Oc1ccc(OC(=O)CCC(=O)OC)cc1
53) O=C(Nc1cc(=O)[nH]c2nc(-c3ccc(Cl)cc3)nn12)c1ccccc1
54) N#Cc1cc2c(N)c(C(=O)Nc3ccccc3)sc2nc1N
55) Cc1cc2c(cc1C)N(C(=O)CCl)CC(=O)N2
56) CCN1CCN(CCNC(=O)c2ccc3c(c2)NC(=O)/C(=C\c2cccc(Cl)c2)S3)CC1
Compound	49	50	51	52	53	54	55	56
PfHsp90 set2	/	/	/	/	/	/	/	/
phage Ecoli inh	/	/	/	/	/	/	/	/
DSG3 Ab inh	/	/	/	/	/	/	102	106
PKA-R1A activ	/	/	/	/	/	/	4	-9
Mot1-301 SUMO	8	-19	-4	12	8	-2	/	/
E coli growth	-1.1	1.4	-0.8	0.0	2.1	-4.1	/	/
AddAB inh	-2.3	-0.3	1.4	3.3	-1.4	0.7	/	/

# Three compounds from above, ordered by the value under Mot1-301 SUMO, ascending.
nr	canonical_smiles	Mot1-301 SUMO
7	Cc1nc(C)c(/C(O)=C/c2nc3ccc([N+](=O)[O-])cc3oc2=O)o1	-4
28	CCOc1cc(/C=C2\SC(=Nc3ccc(F)cc3)N(c3ccc(F)cc3)C2=O)ccc1OCC(=O)O	4
34	Cc1ccc2nc(-c3ccc(N4C(=O)CC(N5CCC(C(N)=O)CC5)C4=O)cc3)sc2c1 (stereo unspecified)	37

# Additional results follow:
57) CC1(C)CC(=Cc2cc(O)ccc2[N+](=O)[O-])C(=O)c2ccccc21
58) CC(C)N=C1CCCC1C(=S)SSC(=S)C1CCCC1=NC(C)C (stereo unspecified)
59) COC(=O)C[C@@H]1C[C@H]2c3cc(N(C)C)ccc3O[C@H]2[C@H](CO)O1
60) Cc1cc(C)nc(/N=C(\N)Nc2ccc(S(=O)(=O)O)cc2)n1
61) Cc1cc(/C=C2\Sc3ccccc3N2C)cc(C)[n+]1CC1CCCO1 (stereo unspecified)
62) O=C(O)CN1C(c2ccccc2O)Nc2ccc(Br)cc2C1c1ccccc1 (stereo unspecified)
63) CCOc1cc(/C=N/NC(=O)c2ccc(-c3csc(Nc4ccc(C)cc4)n3)cc2)ccc1OCC(=O)O
64) CCCCCCCCn1c2c(c(=N)c3ccccc31)CCC2
65) CCOC(=O)c1c2c3c(c(Cl)ccc3[nH]c1=O)C(=O)c1ccccc1-2
66) C[C@@H]1CN([C@H](C)CO)C(=O)CCCn2cc(nn2)CO[C@H]1CN(C)S(=O)(=O)c1ccc(Oc2ccccc2)nc1
67) CCCC#Cc1ccc2c(c1)O[C@H](CN(C)C(=O)CC1CC1)[C@H](C)CN([C@@H](C)CO)S2(=O)=O
Compound	57	58	59	60	61	62	63	64	65	66	67
PfHsp90 set2	/	/	/	-12	-40	-15	-9	14	4	/	/
phage Ecoli inh	/	/	/	3.0	2.6	6.0	2.8	7.8	1.6	1.6	1.5
DSG3 Ab inh	98	102	105	/	/	/	/	/	/	/	/
PKA-R1A activ	-9	-9	5	/	/	/	/	/	/	-9	-2
Mot1-301 SUMO	/	/	/	/	/	/	/	/	/	/	/
E coli growth	/	/	/	/	/	/	/	/	/	/	/
AddAB inh	/	/	/	/	/	/	/	/	/	/	/

# The list is partial (hit frequency here may not be typical).
